# VLA-4 inh: inhibition in a human VLA-4 binding assay; P13612; VLA-4 expressing cells, ligand binding flow cytometry; inhibition, % (about 7 µM as worked out from the volumes in the protocol); 330,000 compounds, 0.2% hits; in the data active = inhibition above about 50%
# Target sequence (P13612 whole entry, looked up): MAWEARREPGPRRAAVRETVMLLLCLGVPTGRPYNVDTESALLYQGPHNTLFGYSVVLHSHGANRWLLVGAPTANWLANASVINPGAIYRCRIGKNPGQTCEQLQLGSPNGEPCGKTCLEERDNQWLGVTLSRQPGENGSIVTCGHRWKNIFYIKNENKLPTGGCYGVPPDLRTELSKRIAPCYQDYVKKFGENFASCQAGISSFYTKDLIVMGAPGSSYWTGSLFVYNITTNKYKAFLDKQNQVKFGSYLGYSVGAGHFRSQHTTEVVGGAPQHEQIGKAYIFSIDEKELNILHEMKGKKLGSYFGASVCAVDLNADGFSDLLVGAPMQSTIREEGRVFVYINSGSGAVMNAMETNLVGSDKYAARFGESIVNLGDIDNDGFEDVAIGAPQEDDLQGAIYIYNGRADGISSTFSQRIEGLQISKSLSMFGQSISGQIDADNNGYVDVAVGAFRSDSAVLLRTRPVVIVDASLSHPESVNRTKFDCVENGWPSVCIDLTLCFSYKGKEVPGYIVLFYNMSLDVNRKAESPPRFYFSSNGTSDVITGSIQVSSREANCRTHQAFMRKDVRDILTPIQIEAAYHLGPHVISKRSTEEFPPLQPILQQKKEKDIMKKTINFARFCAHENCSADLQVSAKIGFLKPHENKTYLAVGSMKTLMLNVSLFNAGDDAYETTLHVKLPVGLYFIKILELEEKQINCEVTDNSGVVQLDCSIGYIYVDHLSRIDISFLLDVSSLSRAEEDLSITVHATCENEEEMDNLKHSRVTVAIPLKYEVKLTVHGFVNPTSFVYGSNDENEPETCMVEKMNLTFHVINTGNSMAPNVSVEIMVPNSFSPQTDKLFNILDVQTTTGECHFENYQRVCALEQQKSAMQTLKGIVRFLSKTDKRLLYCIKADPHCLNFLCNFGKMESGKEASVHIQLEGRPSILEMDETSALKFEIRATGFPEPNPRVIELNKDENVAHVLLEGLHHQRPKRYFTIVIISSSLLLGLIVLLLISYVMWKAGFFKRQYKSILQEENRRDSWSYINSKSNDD
# MEX-5 binding: C. elegans MEX-5 TCR-2 RNA binding activity; 300,000 compounds, 0.38% hits; activity score (negative = inhibition of binding), % at 10 µM; MEX-5/FITC-TCR2 RNA binding, fluorescence polarization; stronger effect = lower value; Q9XUB2; AID 1832;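 active = inhibition past about -25% in most replicates, and total fluorescence under double the plate's negative control median, limit read from the data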;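 note: 0% = DMSO and -100% = 5 µM competing unlabeled TCR2 RNA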
# Yeast superoxide: caloric restriction mimetics inhibiting age-related superoxide in yeast; S. cerevisiae aged cells, superoxide DHE fluorescence; stronger effect = lower value; superoxide response (% of plate mean), % at 10 µM; 330,000 compounds, 0.18% hits; AID 2690;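 active = superoxide response under a set limit, about three screen SD below normal, cut at about 65% in these data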;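 note: yeast aged for seven days with compound at 30 °C before DHE staining; 100% = average MFI of all compound-treated wells on the plate with controls excluded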
# Bcl-xL primary: Bcl-xL (human) inhibition; Q07817; GST-Bcl-xL / FITC-Bim BH3 peptide fluorescence polarization; inhibition, % at 10.9 µM; 320,000 compounds, 0.7% hits; AID 2129;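 active = inhibition above the mean of all tested compounds plus 3 SD, cutoff set per campaign, cut at about 30% in these data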;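 note: 0% = DMSO wells and 100% = unlabeled Bim-BH3 peptide competitor; inhibitors lower millipolarization by displacing the labeled peptide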
# GRK2 aptamer HTS: blocks RNA aptamer binding to human GRK2 | inhibition of aptamer binding, % at 10 µM | P25098 | bead flow cytometry, FAM-aptamer displacement from GRK2 | 330,000 compounds, 0.59% hits;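 active = inhibition of aptamer binding above 40%, roughly 3 SD of noise, on plates passing a quality check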;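 note: median bead fluorescence of bound FAM aptamer so fluorescent compounds give negative values; no value below 0 was filed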
# AGP1 TOR yeast: yeast TOR pathway AGP1-GFP modulation; S. cerevisiae AGP1-GFP multiplex flow cytometry, 3 h; GFP as percent of DMSO wells; GFP response vs DMSO, % at 10 µM; 320,000 compounds, 0.02% hits; AID 2066;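 active = GFP response relative to DMSO above a set limit, near screen average plus 3 SD, cut at about 150% in these data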;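 note: median GFP channel fluorescence of the gated AGP1 strain per well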
# GLD-1 RNA inh: GLD-1-TGE RNA interaction inhibition (C. elegans); 320,000 compounds, 0.44% hits; purified GLD-1 + fluorescein TGE RNA, fluorescence polarization; Q17339; inhibition, % at 5.96 µM;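 active = percent inhibition above a per-plate cutoff, the plate mean of test compounds plus 3 SD, cut at about 30% in these data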;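 note: 0% = DMSO wells with GLD-1 and probe and 100% = wells lacking GLD-1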
# MCL1 BIM primary: disrupts human MCL1 binding to BIM-BH3 peptide; inhibition, % at 10.9 µM; AID 2057; Q07820; GST-MCL1 / FITC-Bim-BH3 fluorescence polarization; 320,000 compounds, 0.68% hits;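 active = inhibition above the mean inhibition of all tested compounds plus 3 SD, set per campaign, cut at about 40% in these data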;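 note: 0% = DMSO wells and 100% = unlabeled Bim-BH3 peptide control; higher means more loss of mP so more displacement of Bim peptide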
# CIT2-GFP yeast: modulators of TOR pathway CIT2-GFP in S. cerevisiae. S. cerevisiae CIT2-GFP strain, flow cytometry, 3 h; 100 means same as DMSO wells. 320,000 compounds, 0.065% hits. AID 2029. GFP response vs DMSO, % at 10 µM;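 active = GFP response relative to DMSO above a set limit, near the screen mean plus 3 SD, cut at about 150% in these data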;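 note: ratio of well median GFP fluorescence to mean of DMSO wells on the plate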
# * = called active by the depositor; · = not tested or not shown.
SMILES,VLA-4 inh,MEX-5 binding,Yeast superoxide,Bcl-xL primary,GRK2 aptamer HTS,AGP1 TOR yeast,GLD-1 RNA inh,MCL1 BIM primary,CIT2-GFP yeast
CCOC(=O)CCCCC(=O)c1[nH]c(=O)[nH]c1CSc1nnc2c3ccccc3n(C(C)C)c2n1,16.4,-3.6,100.0,11.0,0.0,107.6,3.4,15.2,106.5
CCOC(=O)N1CCC(=NNc2ccc(S(N)(=O)=O)cc2[N+](=O)[O-])CC1,-4.3,-0.4,116.6,2.5,1.0,104.2,0.2,5.5,94.3
CC(=O)C1=C(C)OC(N)=C(C#N)C1c1ccco1 (centres undefined),-3.3,-13.7,96.0,59.5*,1.0,96.5,39.4*,59.5*,98.4
CS(=O)(=O)c1ccc(-c2nnc(NC(=O)c3ccco3)o2)cc1,20.8,-4.3,96.9,-1.7,0.0,101.6,6.0,6.0,100.8
COc1cc(CNCCCN2CCOCC2)cc(Cl)c1OCC(=O)NC(C)(C)C,3.0,-0.5,81.6,4.2,0.0,101.2,-3.6,14.2,106.3
CC(=O)Nc1ccccc1-c1nnc(SCc2ccccc2Cl)[nH]c1=O,-1.3,1.2,101.4,6.2,1.0,107.6,3.1,5.7,106.5
O=C(CC1C(=O)NC2CCCCC2N1C(=O)c1ccc([N+](=O)[O-])cc1)Nc1ccccc1 (centres undefined),3.1,1.3,111.9,1.9,0.0,99.2,-10.0,2.0,99.0
Cc1c(OCc2ccccc2)c(=O)ccn1Cc1ccc(F)cc1,1.8,1.0,102.5,-8.5,0.0,88.7,7.0,-6.9,·
CCc1cc(=O)n2[nH]c(-c3ccccc3)c(-c3ccccc3)c2n1,5.3,-0.4,98.3,8.0,0.0,93.1,-5.5,0.7,104.4
CC(=O)N[C@@H]1c2c(ccc3ccccc23)OC[C@@H]1COC(C)=O,8.6,2.1,97.2,3.1,0.0,103.2,10.0,-1.6,93.3
COc1ccc(C(C)NC(=S)NC2CCCC2)cc1OC (centres undefined),-2.0,-1.1,105.2,3.6,0.0,106.7,5.8,-2.0,102.6
CN(C(=O)CN1C(=O)NC2(CCc3ccccc32)C1=O)C1CCS(=O)(=O)C1 (centres undefined),-1.7,-4.0,108.1,0.7,2.0,89.5,2.0,2.1,94.1
O=C(c1ccc(Br)cc1)c1cc([N+](=O)[O-])ccc1N1CCOCC1,5.4,-0.3,92.9,8.6,0.0,99.6,-3.0,13.4,108.2
CCOC(=O)C1=NNC(C(=O)c2ccccc2)C1c1ccc(C)cc1 (centres undefined),7.6,-2.0,107.1,-1.7,1.0,98.3,-1.2,0.2,92.6
COc1c2ccoc2nc2c(OC)cccc12,1.6,-2.7,83.4,0.0,1.0,98.3,-0.7,-3.4,91.0
CCn1c2ccc(C)cc2c2nc3cc(C(=O)O)ccc3nc21,19.7,-1.0,112.1,16.1,2.0,58.3,0.2,1.3,56.5
Cc1cc(C)c2nc(NC(=O)C3CCCO3)sc2c1 (centres undefined),-7.9,-0.7,97.3,6.0,2.0,101.0,-0.1,3.6,98.9
Cc1ccc([N+](=O)[O-])c(OCCN2CCNCC2)c1,10.9,-1.3,101.7,3.5,2.0,88.1,2.7,1.6,99.3
COc1ccc(NC(=O)Cn2c(C)csc2=O)c(OC)c1,4.5,·,77.7,0.6,1.0,102.6,3.8,0.1,92.0
Cc1nn(C)cc1C(=O)NNC(=S)Nc1ccc(Cl)cc1,8.0,1.1,102.8,0.4,0.0,101.4,-3.6,0.8,102.1
CCn1cc(C(=O)N2CCCC2)c(=O)c2cc(S(=O)(=O)N3CCC(C)CC3)ccc21,11.3,-0.4,99.4,5.9,1.0,109.9,1.7,3.7,103.9
Cn1c(SCc2nc(-c3ccccc3)no2)nnc1-c1ccco1,-4.5,-2.2,92.7,7.3,3.0,104.2,-1.3,3.4,106.0
COc1ccc(-c2csc(NC(=O)CN3C(=O)C4CC=CCC4C3=O)n2)cc1 (centres undefined),2.5,·,103.3,0.6,3.0,100.5,8.4,1.7,106.2
COc1ccc(OC)c(/C=N/N(CCC#N)C2=NS(=O)(=O)c3ccccc32)c1,2.4,-1.6,107.4,5.0,0.0,103.9,7.5,0.4,108.9
COc1ccc(OC)c(-c2cc(C(=O)Nc3cc(C)n(Cc4ccc(Cl)cc4)n3)no2)c1,-7.5,1.3,91.0,1.9,0.0,101.9,1.7,1.5,97.6
CN(C(=O)CSc1ccncc1)C1CCCN(Cc2ccccc2F)C1 (centres undefined),-0.3,-0.5,98.5,8.5,0.0,99.2,6.2,12.0,103.6
COc1cccc(C(c2c(O)nc(SC)n(C)c2=O)c2c(O)nc(SC)n(C)c2=O)c1,18.8,2.1,104.8,3.1,6.0,90.9,2.1,-2.4,99.5
CCC(C)NC(=O)CSc1nnc(-c2ccoc2C)n1CC1CCCO1 (centres undefined),11.8,0.2,81.8,0.9,1.0,88.3,-1.9,3.4,84.2
C/C(=N\NC(=O)c1cccc([N+](=O)[O-])c1)c1cccc(NC(=O)C2CC2)c1,12.0,1.1,95.4,1.8,0.0,96.6,9.5,14.2,103.0
Cc1nn(C)c(C)c1NC(=O)Nc1cccc(C(F)(F)F)c1,0.1,0.3,94.5,5.3,0.0,116.6,2.6,6.5,120.2
O=C(CSc1nc2ccccc2s1)NCc1cc([N+](=O)[O-])ccc1O,8.3,3.1,105.0,12.7,0.0,81.9,5.6,5.5,71.1
CC(C)(C)OC(=O)C[C@@H]1C/C=C\C[C@H](CC(=O)N[C@H](CO)Cc2ccccc2)C(=O)N[C@H](C(C)(C)C)COC1=O,-3.1,·,74.7,·,2.0,106.0,-0.8,·,96.6
O=[N+]([O-])c1cc(C(F)(F)F)ccc1Sc1ccc2ccccc2n1,-4.7,1.1,106.6,6.2,39.0,89.4,-3.8,5.1,83.8
COc1cccc(NC(=O)Nc2nnc(N3C(C)CCCC3C)s2)c1 (centres undefined),-6.4,0.0,105.9,6.2,2.0,96.9,-4.0,4.2,93.8
Cc1ccc2c(c1)NC(=O)C(CC(=O)NCc1cccnc1)O2 (centres undefined),30.2,0.6,104.0,4.4,1.0,110.1,5.1,9.0,103.9
CCCS(=O)(=O)c1nc(C)cc(C)c1S(C)(=O)=O,0.3,-2.6,105.9,5.5,0.0,94.8,1.5,5.0,94.7
O=C(Cn1c(=O)[nH]c2ccsc2c1=O)NC1CCCCC1,-5.6,-0.3,110.0,6.7,2.0,112.6,4.5,3.3,108.2
Cc1c(C(=O)NCc2ccccc2)c(-c2ccccc2)nn1-c1ccccc1,1.1,-0.9,95.9,-6.5,2.0,94.6,2.2,-11.5,96.0
COc1cc(/C=N\NC(=O)c2ccc(=O)[nH]n2)cc(OC)c1OC,-0.7,-2.4,82.5,2.1,1.0,100.6,3.5,11.2,101.3
O=C(CSc1cccc[n+]1[O-])N1CCc2ccccc21,-0.4,1.4,94.4,-16.1,0.0,101.1,-4.8,-14.4,98.0
Cc1ccc2nc(C)c(C(=O)NN=C3CCCCCC3)n2c1,-3.1,0.1,94.4,2.1,3.0,106.8,2.7,-4.5,102.9
CN(CC(=O)Nc1ccc(F)cc1)C(=O)c1cc2c(s1)CCCCC2,1.6,2.2,83.6,4.3,0.0,101.6,5.5,-2.2,98.9
Cc1cc(C(F)(F)F)n2ncc(-c3cccc(Br)c3)c2n1,10.8,-2.8,91.0,-6.1,0.0,99.6,-0.1,-7.3,90.5
COc1ccc(CN=C2NC(=O)CC(C(=O)Nc3ccc(F)cc3)S2)cc1 (centres undefined),15.1,-0.7,100.8,-1.6,5.0,91.1,-1.7,0.9,87.1
O=C(N/N=C/c1ccc2c(c1)OCO2)c1sc2cc(Cl)ccc2c1Cl,6.7,-1.2,93.0,3.7,0.0,100.5,-4.8,2.7,106.7
COc1cc(CCCN2C(=S)NC[C@H]2Cc2ccc(O)cc2)cc(OC)c1OC,11.5,1.9,95.2,3.8,0.0,80.8,-4.4,15.8,72.0
CCCCN(C(=O)c1cc(-c2ccncc2)nc2ccccc12)c1c(N)n(CC(C)C)c(=O)[nH]c1=O,2.7,·,104.6,·,7.0,95.7,7.8,·,95.0
CCCN1CCN(C(=O)c2cccc3c2C(=O)N(CCOC)C3)CC1,15.2,1.8,100.2,2.4,2.0,94.3,2.9,-2.3,94.1
CN1C(=O)CC(N2CCN(c3ccc(Cl)cc3)CC2)C1=O (centres undefined),0.0,0.4,93.7,5.3,2.0,112.4,0.8,8.9,111.4
Cc1ccc(NC(=O)Cn2c(=O)n(CCCCC(=O)NCc3ccco3)c(=O)c3ccccc32)cc1,-16.5,1.5,109.9,8.8,4.0,102.7,4.6,0.9,106.1
COc1ccc(OC)c(NC(=O)CN2CCC(C(=O)c3ccc(C)cc3)CC2)c1,2.0,1.5,86.5,-2.9,0.0,101.4,0.7,-0.5,98.8
Cc1ccc(NC(=O)COC(=O)c2nn(C)cc2Cl)cc1,4.1,0.0,120.9,-7.6,2.0,95.4,3.5,-5.7,91.9
N#Cc1ccccc1NCc1ccccc1,18.3,2.9,102.8,-1.0,1.0,90.1,-0.7,0.2,88.0
CN1CCC[C@@H]1CCNC(=O)c1c(-c2ccc3c(c2)OCO3)noc1-c1ccsc1,7.4,·,100.8,·,0.0,90.8,1.3,·,84.4
Cc1c(Br)c(=O)oc2c(Br)c(O)c(O)cc12,19.7,-10.8,95.4,24.5,0.0,25.4,6.1,68.0*,88.5
CCOC(=O)c1cnc(-n2nc(C)cc2C)nc1Oc1ccc(C(=O)OC)cc1,0.9,1.0,107.4,-1.2,0.0,104.1,1.6,-9.7,98.0

# Molecules listed so far that have a Cl atom:
SMILES,VLA-4 inh,MEX-5 binding,Yeast superoxide,Bcl-xL primary,GRK2 aptamer HTS,AGP1 TOR yeast,GLD-1 RNA inh,MCL1 BIM primary,CIT2-GFP yeast
COc1cc(CNCCCN2CCOCC2)cc(Cl)c1OCC(=O)NC(C)(C)C,3.0,-0.5,81.6,4.2,0.0,101.2,-3.6,14.2,106.3
CC(=O)Nc1ccccc1-c1nnc(SCc2ccccc2Cl)[nH]c1=O,-1.3,1.2,101.4,6.2,1.0,107.6,3.1,5.7,106.5
Cc1nn(C)cc1C(=O)NNC(=S)Nc1ccc(Cl)cc1,8.0,1.1,102.8,0.4,0.0,101.4,-3.6,0.8,102.1
COc1ccc(OC)c(-c2cc(C(=O)Nc3cc(C)n(Cc4ccc(Cl)cc4)n3)no2)c1,-7.5,1.3,91.0,1.9,0.0,101.9,1.7,1.5,97.6
O=C(N/N=C/c1ccc2c(c1)OCO2)c1sc2cc(Cl)ccc2c1Cl,6.7,-1.2,93.0,3.7,0.0,100.5,-4.8,2.7,106.7
CN1C(=O)CC(N2CCN(c3ccc(Cl)cc3)CC2)C1=O (centres undefined),0.0,0.4,93.7,5.3,2.0,112.4,0.8,8.9,111.4
Cc1ccc(NC(=O)COC(=O)c2nn(C)cc2Cl)cc1,4.1,0.0,120.9,-7.6,2.0,95.4,3.5,-5.7,91.9

# Bioassay records: PubChem, several laboratories
